# HepG2 tox – qHTS for Inhibitors of TGF-b: Cytotox Counterscreen | 410,000 tested, 0.76% active | Potency, µM (top dose mostly 46.1 µM), inactives show top-dose activity change, negative = cytotoxicity, most hits filed as cytotoxic | AID 588856, 2011 | HepG2 CAGA-GFP viability, ATP luminescence, 18 h; also: some results filed as inactive show a strong effect at the top dose
#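 HepG2 CAGA-GFP cells (1000/well, DMEM with 1% FBS) received compound, then TGF-beta at 500 pg/mL final, and were incubated 18 hours at 37 degrees C. Viability was read by CellTiter-Glo luminescence. Media-only wells were set as complete cell-killing and DMSO as no toxicity.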
# MCF10A rerep – A quantitative high throughput screen for small molecules that induce DNA re-replication in MCF 10a normal breast cells; 350,000 tested, 2.9% active; AID 624296, 2012; MCF 10A DNA re-replication, Hoechst nuclear intensity, 48 h; Potency, µM (titrated, usually from 46.1 µM), without a hit: top-dose activity, positive = re-replication, usual class: activators; also: % of control where 0% means no effect; nearly all actives have a fitted effect of over 50% in size
# ATXN2 expr inh – Primary qHTS for Inhibitors of ATXN expression | HEK-293 ATXN2-luciferase reporter, luminescence, 24 h | 360,000 tested, 0.72% active | Potency, µM (series often up to 57 µM), for the others: at the highest dose activity change, negative = inhibition, actives largely listed as inhibitors; also: % is scaled to controls: 0 for no effect and ±100 for the full control effect; nearly all actives have a fitted effect of over 55% in size
#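 ATXN2-luciferase reporter cells (luciferase flanked by upstream and downstream ATXN2 gene portions) were treated 24 h at 37 °C with compounds at up to 57 uM. SteadyGlo luminescence gave expression; GF-AFC fluorescence gave viability.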
# ATXN viability – Viability Counterscreen for Primary qHTS for Inhibitors of ATXN expression; S2 cells (HEK-293 line with an ATXN2-luciferase reporter) viability, CellTiter-Fluor protease fluorescence, 24 h; Potency, µM (titrated, usually from 56.7 µM), hits mostly cytotoxic; 400,000 tested, 0.49% active; also: nearly all actives have a fitted effect of over 40% in size
# TGFb inhibitor – qHTS for Inhibitors of TGF-b | HepG2 CAGA-GFP TGF-b/SMAD3 reporter, GFP fluorescence, 18 h; TGF-beta stimulated, 500 pg/mL final | Potency, µM (doses to about 46.1 µM), inactives show at the top dose activity, negative = inhibition, usual class: inhibitors | 410,000 tested, 1.2% active; also: % is scaled to controls: 0 for no effect and ±100 for the full control effect; nearly all actives have a fitted effect of over 65% in size
#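 Inhibition of TGF-beta-driven CAGA-GFP reporter expression in HEPG2 cells is measured by cellular GFP fluorescence after 18 h stimulation with 500 pg/mL recombinant TGF-beta in 1% FBS medium at 37 degrees C.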
# Nrf2 block – Nrf2 qHTS screen for inhibitors; A549 ARE-Fluc reporter, luciferase luminescence, 18-24 h; Potency, µM (series often up to 46 µM), for inactives: at the top dose activity change, negative = inhibition, usual class: inhibitors; 360,000 tested, 2.1% active; AID 504444, 2011; also: % is scaled to controls: 0 for no effect and ±100 for the full control effect; nearly all actives have a fitted effect of over 60% in size
#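 Cells were seeded and rested 2 h, then exposed to compounds for 18-24 h. CellTiter-Fluor was read first as a viability measure. BugLite was added 15 min before the final luminescent read of ARE-luciferase activity in A549 cells.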
# Nrf2 activator – qHTS of Nrf2 Activators; AID 624171, 2012; 410,000 tested, 0.31% active; Potency, µM (doses to about 46.1 µM), for inactives: top-dose activation, most hits filed as activators; AREc32 ARE-luciferase reporter (MCF7-derived line), luminescence, 24 h; also: % of control where 0% means no effect; nearly all actives have a fitted effect of over 65% in size
#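 Each well held 1000 AREc32 cells, which were incubated with compound for 24 hr at 37 deg C after overnight attachment, and ARE reporter activity was quantified by firefly luciferase luminescence.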
# A549 viability – Nrf2 qHTS screen for inhibitors: counterscreen for cytotoxicity; 390,000 tested, 0.16% active; A549 ARE-Fluc cells, CellTiter-Fluor viability, 18-24 h; Potency, µM (titrated, usually from 46 µM), for inactives: top-dose activity change, negative = cytotoxicity, hits mostly inhibitors; also: % is scaled to controls: 0 for no effect and ±100 for the full control effect
#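 A549 ARE-Fluc cells in 5% FBS OPTI-MEM, 5000 cells/well, rested 2 h then exposed to compounds in concentration-response for 18-24 h at 37 °C. Viability by CellTiter-Fluor fluorescence (Ex 405/Em 525) after 30 min; luciferase luminescence (BugLite, 15 min, RT) read afterwards.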
# EPAC2 antag – qHTS for Antagonist of cAMP-regulated guanine nucleotide exchange factor 2 (EPAC2): primary screen; Rap guanine nucleotide exchange factor 4 (Homo sapiens), Q8WZA2; EPAC2 GEF exchange of Rap1B-BODIPY-GDP, fluorescence; Potency, µM (doses to about 114 µM), for the others: at the top dose activity, negative = inhibition, actives largely listed as inhibitors; 360,000 tested, 0.18% active; also: % is scaled to controls: 0 for no effect and ±100 for the full control effect; nearly all actives have a fitted effect of over 45% in size; many of its hits are not listed in these tables
# Target sequence (Q8WZA2 whole entry, looked up): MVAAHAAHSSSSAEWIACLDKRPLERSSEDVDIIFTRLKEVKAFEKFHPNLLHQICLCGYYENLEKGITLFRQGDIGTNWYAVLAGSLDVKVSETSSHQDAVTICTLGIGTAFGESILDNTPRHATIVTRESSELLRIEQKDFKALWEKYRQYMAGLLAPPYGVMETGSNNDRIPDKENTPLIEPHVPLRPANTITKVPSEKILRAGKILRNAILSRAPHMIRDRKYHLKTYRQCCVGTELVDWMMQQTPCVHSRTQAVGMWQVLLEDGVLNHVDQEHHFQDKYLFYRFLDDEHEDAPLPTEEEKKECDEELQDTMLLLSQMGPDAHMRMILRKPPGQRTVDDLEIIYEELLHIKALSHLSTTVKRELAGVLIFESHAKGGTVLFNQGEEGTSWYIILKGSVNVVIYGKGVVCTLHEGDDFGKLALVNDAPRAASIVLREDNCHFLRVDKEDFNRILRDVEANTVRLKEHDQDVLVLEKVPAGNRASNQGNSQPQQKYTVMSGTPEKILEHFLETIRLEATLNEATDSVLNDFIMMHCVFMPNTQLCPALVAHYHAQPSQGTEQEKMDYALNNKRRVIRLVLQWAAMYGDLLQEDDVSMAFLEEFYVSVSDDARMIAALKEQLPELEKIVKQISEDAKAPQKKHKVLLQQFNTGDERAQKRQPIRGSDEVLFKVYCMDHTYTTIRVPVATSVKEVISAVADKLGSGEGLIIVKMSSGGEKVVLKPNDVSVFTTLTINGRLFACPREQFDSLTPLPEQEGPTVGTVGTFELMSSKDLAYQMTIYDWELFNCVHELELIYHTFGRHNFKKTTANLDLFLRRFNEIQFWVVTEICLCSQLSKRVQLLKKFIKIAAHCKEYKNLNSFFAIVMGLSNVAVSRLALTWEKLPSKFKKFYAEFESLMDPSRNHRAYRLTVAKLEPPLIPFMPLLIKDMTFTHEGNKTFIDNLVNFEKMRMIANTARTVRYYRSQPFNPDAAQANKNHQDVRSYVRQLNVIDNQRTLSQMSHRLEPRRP
# An asterisk follows results filed as active; i = inactive; ? = inconclusive; · = not tested or not shown; & = joins results of further samples; [ ] = another dose, or the depositor's remark. Calls follow the shape of the dose curve; as a rule, active = well fitted curve in the direction sought with a large enough effect; inconclusive = small, poorly fitted or top-dose-only effect, or another doubt; inactive = no such curve, though single readings can be large; an effect the other way counts as inactive or inconclusive. Potency is read from the fitted curve at half-maximal effect.
(1) CC1(C)CC(=O)C(N=Nc2ccc(-c3ccccc3)cc2)=C(O)C1
(2) COc1ccc(CN2CCN(c3nc4ccccc4s3)CC2)cc1
(3) COc1ccc(C(O)c2nc(-c3ccc4ccccc4c3)cs2)cc1 (configuration not stated)
(4) COCCNC(=O)/C(C#N)=C/C=C/c1ccccc1[N+](=O)[O-]
(5) Cc1ccc(/C=C/C(=O)Nc2nn[nH]n2)o1
(6) O=C(CN1C(=O)c2ccccc2C1=O)NCC1CCCO1 (configuration not stated)
(7) O=C(Nc1cc(=O)[nH]c2nc(-c3ccc(Cl)cc3)nn12)c1ccccc1
(8) Cc1c(Cl)cccc1N=C1NC(=O)CS1

entry no.	1	2	3	4	5	6	7	8
HepG2 tox	-1%	-4%	-2%	-7%	-35%	-11%	16%	-14%
MCF10A rerep	0.73µM*	11%	·	15µM*	?	-4%	4%	·
ATXN2 expr inh	-10%	12%	7%	?	-14%	-4%	-18%	·
ATXN viability	i	i	i	?	i	i	?	i
TGFb inhibitor	-6%	-1%	-9%	20µM*	12%	-3%	14%	-6%
Nrf2 block	20%	0%	·	3%	0%	22%	-9%	·
Nrf2 activator	2.9%	-0.9%	3.3%	?	0.4%	-0.3%	0.6%	0.1%
A549 viability	-2%	5%	·	-4%	11%	-5%	-13%	·
EPAC2 antag	4%	-8%	-8%	-3%	-8%	0%	-3%	-14%

(9) CCOC(=O)c1ccc[n+](CC(=O)Nc2ccccc2OC(F)F)c1
(10) CCC(C)CCCCNC1=NCCS1 (configuration not stated)
(11) Cc1cccc(CN2CCN(C3CN(CCc4ccccc4)S(=O)(=O)C3)CC2)c1 (configuration not stated)
(12) Cc1cc(NC(=O)CSc2nc(-c3ccc(F)cc3)cs2)no1
(13) CCc1nc(-c2cc(S(=O)(=O)N3CCN(c4ccccc4OC)CC3)ccc2OC)no1
(14) Cc1cc(=O)[nH]c2c3ccccc3nn12
(15) CCNC(=S)NNC(=O)CC(C)C
(16) CCOC(=O)c1ccc(N/C=C/C(=O)C(C)(C)C)cc1

entry no.	9	10	11	12	13	14	15	16
HepG2 tox	-1%	-1%	0%	-17%	-3%	-1%	0%	-25%
MCF10A rerep	-2%	-3%	·	11%	·	-16%	0%	1%
ATXN2 expr inh	5%	-19%	-19%	-5%	-5%	9%	-12%	90%[activator]
ATXN viability	i	i	i	i	i	i	?	i
TGFb inhibitor	12%	3%	-20%	-3%	15%	11%	?	10%
Nrf2 block	0%	1%	·	0%	-2%	8%	-6%	12%
Nrf2 activator	-0.6%	0.2%	2.8%	0.9%	0.0%	0.3%	-0.3%	4.9%
A549 viability	-5%	-5%	·	1%	-2%	0%	-1%	1%
EPAC2 antag	10%	4%	?	-8%	·	4%	8%	-2%

(17) COc1ccc(NC(=O)CC2C(=O)N(c3ccc(F)cc3)C(=O)N2Cc2cccnc2)cc1 (configuration not stated)
(18) CC(C)(C)NC(=O)CSc1nncn1NCc1ccccc1
(19) CCOc1ccc(S(=O)(=O)Nc2cccc(C(=O)N(C)CC(=O)Nc3cccc(OC)c3)c2)cc1
(20) Cn1nc(-c2ccccc2)cc1NC(=O)c1ccc(Cl)cc1
(21) COc1ccc2nc(NC(=O)C34CC5CC(CC(NC(C)=O)(C5)C3)C4)sc2c1
(22) C[C@@H]1CN([C@@H](C)CO)C(=O)CCCn2nncc2CO[C@H]1CN(C)Cc1ccc(C(F)(F)F)cc1
(23) CCOC(=O)c1cccnc1SCC(=O)N(CC)c1cccc(C)c1
(24) O=C(NC1CCCCCC1)C(=O)NC1CC1

entry no.	17	18	19	20	21	22	23	24
HepG2 tox	-4%	-21%	-1%	-3%	-7%	-19%	-27%&-11%	2%
MCF10A rerep	·	1%	0%	12%	1%	·	27%	1%
ATXN2 expr inh	·	-22%	-7%	-16%	-9%	-2%	-12%	13%
ATXN viability	·	?	i	i	i	i	i	i
TGFb inhibitor	3%	9%	-10%	5%	-10%	0%	-33%&-22%	20%
Nrf2 block	?	6%	-8%	-9%	21%	·	?	2%
Nrf2 activator	0.8%	-0.1%	-0.3%	0.4%	-0.6%	0.5%	6.0%&0.2%	-0.2%
A549 viability	4%	-7%	-3%	-3%	20%	·	-1%&-8%	1%
EPAC2 antag	·	11%	-13%	2%	7%	3%	-3%	4%

(25) COc1cc(CCCN2C(=S)NC[C@@H]2CCCCN)cc(OC)c1OC
(26) Cc1ccccc1C(=O)Nc1cccc(-c2ccc(N3CCOCC3)nn2)c1
(27) CC(C)CC1NC(=O)N(Cc2cc(=O)n3ccsc3n2)C1=O (configuration not stated)
(28) O=C(CCc1c[nH]c2ccccc12)NC(Cc1c[nH]c2ccccc12)C(=O)O (configuration not stated)
(29) O=C(O)CCCCn1c(SCc2cc(=O)n3cc(Cl)ccc3n2)nc2ccsc2c1=O
(30) CN(CC(=O)Nc1ccccc1Br)C(=O)c1cc([N+](=O)[O-])ccc1N1CCOCC1
(31) O=C(Cc1cccc(NC(=O)C2CCN(C(=O)C3CCCC3)CC2)c1)Nc1cccc(C(=O)N2CCCCC2)c1
(32) O=C(CN(C1CCCCC1)S(=O)(=O)c1ccc(Br)cc1)NCc1cccnc1

entry no.	25	26	27	28	29	30	31	32
HepG2 tox	-8%	-14%	-4%	11%	6%	-6%	-7%	-23%
MCF10A rerep	0%	0%	-5%	6%	-7%&-17%	-4%	?	13%
ATXN2 expr inh	0%	0%	3%	·	-4%	-7%	-1%	-3%
ATXN viability	i	i	?	i	i	?	i	i
TGFb inhibitor	9%	0%	?	-8%	-6%	17%	-17%	?
Nrf2 block	4%	7%	-8%	-17%	-2%	4%	-8%	10%
Nrf2 activator	-0.9%	-0.1%	0.3%	0.0%	0.0%	-0.4%	0.1%	0.2%
A549 viability	4%	1%	-14%	9%	0%	-10%	-8%	-3%
EPAC2 antag	-12%	17%	3%	1%	-7%	12%	-10%	-10%

(33) CCCC(=O)c1ccc(OCc2cn(CC(=O)c3ccc(O)cc3)nn2)cc1
(34) CC(C)NC(=O)C1CCN(C2CCN(C(=O)Cc3ccc4c(c3)OCO4)CC2)CC1
(35) CN(C(=O)COC(=O)c1ccc(Cl)cc1N)C1CCCCC1
(36) CC12CCCCC1C(C(N)=O)C(=O)O2 (configuration not stated)
(37) Nc1cc(Cl)ccc1C(=O)OCC(=O)NC1CCS(=O)(=O)C1 (configuration not stated)
(38) Cc1ccc(SCc2c(C(=O)N/N=C/c3cccnc3)nnn2-c2nonc2N)cc1
(39) CCOc1cc(N2CCOCC2)c(OCC)cc1NC(=O)c1ccc(S(=O)(=O)N2CC(C)OC(C)C2)cc1 (configuration not stated)
(40) CN(C)c1ccnc(Oc2ccc(C(C)(C)C)cc2)c1C#N

entry no.	33	34	35	36	37	38	39	40
HepG2 tox	3%	-8%	-14%	4%	22%	-14%	-12%	-39%
MCF10A rerep	?	4%	-2%	-3%	3%	?	-7%	?
ATXN2 expr inh	?	2%	28%	7%	3%	1%	·	62%[activator]
ATXN viability	i	i	i	i	i	i	i	i
TGFb inhibitor	-14%	11%	21%	5%	-3%	0%	-18%	-18%
Nrf2 block	15%	18%	?	-2%	?	-29%	-18%	?
Nrf2 activator	0.0%	3.3%	2.5%	-0.5%	0.1%	-0.2%	-0.4%	3.2%
A549 viability	1%	1%	1%	-8%	-5%	-2%	0%	-12%
EPAC2 antag	-7%	21%	18%	-2%	-3%	0%	-9%	-24%

# 3 compounds from above, arranged by their value in EPAC2 antag, highest first.
No. | molecule | EPAC2 antag
37 | Nc1cc(Cl)ccc1C(=O)OCC(=O)NC1CCS(=O)(=O)C1 (configuration not stated) | -3%
33 | CCCC(=O)c1ccc(OCc2cn(CC(=O)c3ccc(O)cc3)nn2)cc1 | -7%
40 | CN(C)c1ccnc(Oc2ccc(C(C)(C)C)cc2)c1C#N | -24%

# Looked up above:
# Under Nrf2 block, entry 32 shows 10%
# Under ATXN2 expr inh, entry 36 shows 7%

# (listing goes on)
(41) c1ccc2c(-c3nc4ncccc4o3)cccc2c1
(42) CCN(C(=O)COC(=O)c1cnccn1)c1cccc2ccccc12
(43) CCn1c(SCc2c(Cl)cccc2Cl)nc2nc3c(cc2c1=O)CCCC3
(44) Cc1ccccc1OCc1nnc(SCC(=O)O)n1-c1ccccc1
(45) COc1ccc(-c2nc(SCC(=O)c3ccc(Br)cc3)n[nH]2)cc1
(46) COc1ccc2nc3ccccc3nc2c1NC(=O)c1ccc(Cl)cc1
(47) Cc1ccc(NC(=O)Nc2cc(-c3ccccc3)nn2C)cc1Cl
(48) Cc1cc(C(=O)CSc2n[nH]c(N)n2)c(C)n1-c1cc(F)ccc1F
(49) CCOC(=O)C1=C(Nc2ccc(Br)cc2)CC(C)(O)C(C(=O)OCC)C1c1ccccc1 (configuration not stated)
(50) CCOc1nc(NCc2ccco2)nc(Nc2ccccc2F)n1
(51) CN(C)c1ccc(N=Nc2ccc(C(=O)O)cc2)cc1

entry no.	41	42	43	44	45	46	47	48	49	50	51
HepG2 tox	3%	1%	-17%	4%	-31%	3%	-67%	-17%	-21%	-17%	-2%
MCF10A rerep	23%	-3%	23µM*	3%	·	18%	?	0%	?	4%	-3%
ATXN2 expr inh	20%	5%	-11%	·	-9%	-31%	·	42%[activator]	-11%	20%	-42%
ATXN viability	i	i	i	i	i	i	i	i	i	i	?
TGFb inhibitor	1%	14%	-3%	-5%	?	19%	?	-14%	-5%	-6%	5%
Nrf2 block	?	1%	-22%	-14%	10%	?	10%	11%	-2%	-1%	?
Nrf2 activator	?	-2.4%	0.0%	0.5%	12%	2.3%	4.3%	-0.4%	-1.3%	26%	-1.1%
A549 viability	16%	-2%	-6%	15%	-2%	2%	0%	-5%	-1%	-17%	?
EPAC2 antag	-5%	-7%	-2%	0%	·	17%	-7%	5%	9%	-4%	-21%

# Not all compounds are listed; rates above refer to the full screens.
